Screening data deposited in PubChem BioAssay by several laboratories.
LRH-1 inv ag – NR5A2 inverse agonism in reporter assay. O00482. hit rate 0.13% among 360,000. AID 602396. inhibition, % at 3.6 µM. HEK293T StAR-luciferase reporter, LRH-1 transfected, 24 h;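 active = inhibition above the mean inhibition of all tested compounds plus 3 SD, cut at about 73% in these data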;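 note: 0% = DMSO wells and 100% = reporter-only cells lacking LRH-1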
NCOA3 inh – human NCOA3 inhibition. Q9Y6Q9. HEK293 GAL4-SRC3 luciferase reporter, luminescence. inhibition, % at 3.6 µM. hit rate 0.17% among 360,000;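 active = inhibition above a per-campaign cutoff, the mean of all compounds plus 3 SD, cut at about 60% in these data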;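 note: 0% = DMSO-treated cells and 100% = gossypol-treated cells at 36 µM; higher means less SRC3-driven luciferase light from the GAL4 reporter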
NOD2-RIPK2 inh – inhibitors of human NOD2-RIPK2 interaction; O43353; CHO BLA complementation NOD2-RIPK2, CCF4 ratio; inhibition, % at 4.98 µM; hit rate 0.38% among 360,000; in the data active = inhibition above about 21%;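 note: 0% = vehicle only and 100% = reference blocker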
MC4R antagonist – human MC4R antagonism in cAMP assay; inhibition, % at 6.5 µM; MC4R-expressing cells, MTII-stimulated cAMP, LANCE TR-FRET; P32245; hit rate 0.48% among 360,000;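 active = inhibition above its plate's cutoff, the mean of tested wells on that plate plus 3 SD, cut at about 29% in these data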;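 note: 0% = Melanotan II alone and 100% = Melanotan II plus saturating MCL0020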
Target sequence (P32245 whole entry, looked up): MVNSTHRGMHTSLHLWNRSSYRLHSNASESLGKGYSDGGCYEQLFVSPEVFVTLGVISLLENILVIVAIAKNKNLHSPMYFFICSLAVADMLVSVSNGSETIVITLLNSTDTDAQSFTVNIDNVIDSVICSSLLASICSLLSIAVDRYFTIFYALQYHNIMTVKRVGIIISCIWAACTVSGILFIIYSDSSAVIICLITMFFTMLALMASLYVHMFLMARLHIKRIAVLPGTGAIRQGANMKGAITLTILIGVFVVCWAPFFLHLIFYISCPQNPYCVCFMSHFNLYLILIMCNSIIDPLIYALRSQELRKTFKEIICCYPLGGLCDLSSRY
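Test system: U2OS cells stably expressing human melanocortin 4 receptor (MC4R); also added: Melanotan II challenge; compound: 6.5 µM single dose; timing: 30-min compound preincubation, 1-h Melanotan II challenge, 1-h detection, room temperature; signal: Eu-cAMP/anti-cAMP TR-FRET, emission 671 nm; repeats: one well per compound, no replicates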
SRC2 inh – inhibits human steroid receptor coactivator 2. Q15596. HEK293 GAL4-SRC2 luciferase reporter, luminescence. inhibition, % at 9 µM. hit rate 0.17% among 370,000. AID 651957;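 active = inhibition above the mean inhibition of all tested compounds plus 3 SD, set per campaign, cut at about 52% in these data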;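 note: 0% = DMSO treated cells and 100% = cells given Gossypol at 36 µM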
TLR9-MyD88 inh – TLR9-MyD88 interaction inhibition | Q9NR96+Q99836 | CHO BLA complementation TLR9-MyD88, CCF4 FRET ratio | inhibition, % at 4.98 µM | hit rate 0.21% among 340,000;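 active = inhibition above the mean over all tested compounds plus 3 SD, cut at about 21% in these data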;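 note: 0% = DMSO only wells and 100% = clavulanate BLA inhibitor control wells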
ABHD5 PLIN5 PPI – ABHD5-PLIN5 protein interaction inhibition; Split G. princeps luciferase complementation, luminescence, 4 h; AID 602281; hit rate 0.78% among 360,000; Q00G26+Q8WTS1; inhibition, % at 4 µM;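 active = inhibition above the mean inhibition across every tested compound plus 3 SD, cut at about 22% in these data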;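 note: 0% = DMSO only wells and the 100% control is not disclosed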
NR2F2 inh – blocks human COUP-TFII nuclear receptor; hit rate 0.7% among 370,000; HEK293T NGFI-A luciferase reporter, luminescence; AID 686940; inhibition, % at 8.6 µM;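 active = inhibition above a per-plate cutoff, mean inhibition of test wells between control levels plus 3 SD, cut at about 38% in these data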;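 note: cells cotransfected with COUP-TFII expression vector driving the NGFI-A reporter; 0% = median of COUP-TF2 test wells and 100% = reporter-only cells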
Target sequence (P24468 whole entry, looked up): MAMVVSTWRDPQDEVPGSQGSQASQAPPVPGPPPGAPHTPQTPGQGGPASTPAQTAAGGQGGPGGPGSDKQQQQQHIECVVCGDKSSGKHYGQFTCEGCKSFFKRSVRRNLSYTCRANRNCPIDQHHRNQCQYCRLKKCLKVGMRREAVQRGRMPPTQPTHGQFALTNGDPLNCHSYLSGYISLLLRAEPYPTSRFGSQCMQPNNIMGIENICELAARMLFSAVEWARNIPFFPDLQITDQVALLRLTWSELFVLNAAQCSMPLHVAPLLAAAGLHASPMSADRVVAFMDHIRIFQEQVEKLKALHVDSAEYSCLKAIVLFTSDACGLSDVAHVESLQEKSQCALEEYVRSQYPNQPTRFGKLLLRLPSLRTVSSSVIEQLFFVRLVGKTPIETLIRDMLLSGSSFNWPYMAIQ
MC4R ag barr – agonists of human melanocortin 4 receptor (MC4R) beta-arrestin. P32245. U2OS MC4R beta-arrestin complementation, luminescence; percent of melanotan II response, DMSO zero. activation, % at 8.9 µM. hit rate 0.98% among 360,000;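 active = activation above a per-plate cutoff, the mean activation of sample wells on that plate plus 3 SD, cut at about 8% in these data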
LMP1 NFkB inh – Epstein-Barr LMP1 NF-kappaB reporter inhibition; hit rate 0.69% among 350,000; inhibition, % at 12.5 µM; LMP1-induced NF-kappaB luciferase reporter cells, luminescence; in the data active = inhibition above about 41%;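 note: 0% = neutral control wells and 100% = reference inhibitor control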
NCOA1 inh – inhibitors of human steroid receptor coactivator 1 (SRC1) | Q15788 | HEK293 GAL4-SRC1 luciferase reporter, luminescence | inhibition, % at 3.6 µM | hit rate 0.12% among 360,000 | AID 588354;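 active = inhibition above the campaign mean plus 3 SD, with each screening campaign given its own cutoff, cut at about 60% in these data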;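 note: 0% = DMSO treated cells and 100% = gossypol at 36 µM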
Starred values were filed as active, the others as inactive; . = not tested or not shown; & = joins results of further samples.

SMILES	LRH-1 inv ag	NCOA3 inh	NOD2-RIPK2 inh	MC4R antagonist	SRC2 inh	TLR9-MyD88 inh	ABHD5 PLIN5 PPI	NR2F2 inh	MC4R ag barr	LMP1 NFkB inh	NCOA1 inh
Cc1noc(C)c1NC(=O)N1CCN(Cc2ccccc2)CC1	11	14	-13	7	-49	1	4	6	0.6	-1	0
Cc1ccc2c(c1)c1c(n2CC(O)Cn2c(C)nc3ccccc32)CCCC1 (configuration not stated)	4	3	-7	-2	1	9	6	-6	9.6*	-1	9
Cn1cccc1Cc1nnc(SCC(=O)N2CCCC2)n1CCc1ccccc1	-4	-5	-4	6	-12	-8	6	-7	-0.2	-10	17
C[C@@H]1CCCCO[C@H](CN(C)C(=O)Nc2cccc3ccccc23)[C@@H](C)CN([C@H](C)CO)C(=O)c2cc(N(C)C)ccc2O1	-5	-4	18	1	24	1	-4	2	-0.9	7	4
CC1=C(C(=O)Nc2cccc(C(=O)NC3CCCCC3C)c2)SCCO1 (configuration not stated)	16	-2	-5	8	-16	9	-5	-8	-2.6	-6	0
CCOC(=O)C1(Cc2ccccc2)CCCCCC1=O (configuration not stated)	-6	-2	0	-1	-33	-6	2	11	-1.6	-18	2
Nc1cccnc1Oc1ccc(F)cc1F	2	11	1	3	-3	-2	-4	4	-2.5	1	4
[O-]/C(=C(\C(=S)Nc1cccc2ccccc12)[n+]1ccccc1)c1ccc(Cl)s1	5	-2	-6	6	4	6	-11	-5	-1.7	0	-1
CC(=NNC(=O)c1ccncc1)c1ccccc1Cl	-10	-7	-7	9	-1	-3	0	13	-2.0	23	-2
COc1ccc(C(C)(C)C)cc1NC(=O)COC(=O)c1ncc(Cl)c(Cl)c1Cl	6	12	2	20	-23	-14	2	-9	3.7	10	-13
Cc1c(NS(=O)(=O)c2ccc(C(=O)NCc3ccc(F)cc3)cc2)c(=O)n(-c2ccccc2)n1C	-14	-1	-9	20	0	0	-15	-3	-0.9	-6	-9
CC(C)CC(NC(N)=O)C(=O)OCC(=O)NC(=O)NC1CCCC1 (configuration not stated)	13	9	6	-3	2	-2	-6	-19	-0.9	3	-9
CCc1ccc(NC(=O)C(C)OC(=O)c2cccc(S(=O)(=O)N3CCc4ccccc4C3)c2)cc1 (configuration not stated)	15	0	-4	0	12	-10	-7	6	-0.9	0	-7
N#Cc1cnn(-c2ccccc2)c1N	7	13	-4	6	-6	-3	1	1	0.7	0	9
C[C@@H]1CN([C@@H](C)CO)C(=O)CCCn2nncc2CO[C@@H]1CN(C)C(=O)Nc1ccc(C(C)(C)C)cc1	9	1	6	-3	-23	-3	6	18	-1.1	1	-10
COc1cc([N+](=O)[O-])ccc1NC(=S)N1CCN(c2ccccn2)CC1	20	17	-4	-3	14	-4	5	6	0.3	-17	12
CCOc1cc(/C=C2\C(=O)ON=C2c2ccccc2)cc(Br)c1O	14	15	-12	9	-22	5	-3	-12	-1.0	5	1
CC(C)(C)NC(=O)CSc1nnc(-c2ccncc2)n1Cc1ccccc1	7	-35	-5	-1	14	-6	4	-14	-3.0	1	-3
Cc1ccc(C(=O)NS(=O)(=O)c2ccc(C)cc2)cc1	5	-5	-6	0	-8	-30	-11	6	0.8	1	10
CN(C(=O)CSc1nnc(-c2ccccc2)c(-c2ccccc2)n1)C1CCS(=O)(=O)C1 (configuration not stated)	16	13	-3	18	17	-2	-2	12	-0.1	3	5
COc1ccc(NC(=O)CSCc2cc(=O)n3c(C)csc3n2)cc1	-3	17	8	17	-4	-8	10	18	2.2	1	0
CN(C)S(=O)(=O)c1cccc(NC(=O)c2ccc(S(=O)(=O)N3CCCC3)cc2)c1	3	9	-10	6	17	11	2	21	-3.6	-8	-13
COc1ccc(N(C(=O)C(C)C)S(=O)(=O)c2cccc([N+](=O)[O-])c2)cc1	1	-7	-10	6	-38	-18	-3	10	-0.7	2	-18
CC(=O)NCCc1cc2ccc(C)cc2[nH]c1=O	16	5	-2	-1	-34	-21	6	-19	-0.8	-1	-11
CCCN1C2CCCC1CC(NC(=O)Nc1ccc(C(C)C)cc1)C2 (configuration not stated)	-12	13	-5	-2	-6	-3	5	18	-1.2	7	-16
Cc1ccc(Nc2nnc(SCC(=O)c3cc4ccccc4o3)s2)cc1C	-95	-42	-5	-4	-3	-11	-13	-2	11*	-26	-78
O=C(Nc1ccon1)c1ccc(F)c(S(=O)(=O)N2CCCCC2)c1	0	6	3	1	9	2	-2	9	-4.0	6	13
CCCCCCCCSc1nnc2[nH]c(=O)cc(N)n12	-12	14	-6	20	21	0	3	17	1.9	-6	-4
Cc1ccc(N2CN=C(c3ccccc3)NC2=S)cc1	-146	-60	2	5	-48	-2	-1	-20	-2.0	-42	-76
CC1=NN(C(=O)COc2ccccc2)C(O)(c2cccnc2)C1 (configuration not stated)	4	10	1	19	-1	3	2	-11	-2.2	2	0
Cc1cc(C)c(C(=O)/C=C/c2ccco2)c(=O)[nH]1	-3	2	0	1	-11	-1	12	-12	-2.4	-18	5
OCCn1c(Cl)nc2ccccc21	-12	14	3	7	-7	0	1	-15	-0.8	-1	0
CC(C)CN(CC(C)C)C(=O)C12CCC(C)(C(=O)C1)C2(C)C (configuration not stated)	9	6	-7	9	-10	8	2	-12	-0.7	4	2
COc1cc(C(=O)Nc2ccc3c(c2)OCCO3)ccc1OC(F)F	-71	-77	-8	-4	-29	1	8	-34	0.3	-21	-90
CCCCn1nnnc1C(c1ccccc1)N1CCN(c2ncccc2C(F)(F)F)CC1 (configuration not stated)	10	.	-5	.	3	.	4	8	.	.	.
COCCNC(=O)CSCc1nc(-c2ccc(SC)cc2)oc1C	-17	-2	2	13	2	1	7	1	-0.3	-2	-7
O=S(=O)(Nc1nc2ccccc2s1)c1ccc(Cl)s1	14	8	-4	4	-2	-7	0	11	-1.3	-2	6
CCCOC(=O)c1ccc(NC(=O)c2c(Cl)ccc(Cl)c2OC)cc1	-31	8	-3	2	25	-7	-8	12	-1.4	6	8
CCOC(=O)[C@H](CCc1ccccc1)N[C@@H](C)C(=O)N1CCC[C@H]1C(=O)O	2&33	23&18	-19&0	5&0	5	-3&-10	13&12	-3	0.6&1.2	-3&-4	6&11
O=C(Nc1cccc(C(F)(F)F)c1)c1cccnc1	-3	6	-4	3	.	-3	4	.	-1.0	2	-10
CC(=O)c1csc(COc2ccc(Cl)cc2)n1	-96	-60	11	10	-43	7	0	-19	-1.7	-18	-117
CCOc1ccc(C(=O)CCC(=O)N(CC)CC(=O)Nc2c(F)cccc2F)cc1	1	2	5	7	-15	0	-5	-7	-2.2	-6	-23
CCOC(=O)C1(CCCc2ccccc2)CCN(C(=O)c2ccoc2)CC1	-6	4	45*	10	-19	-7	0	27	2.2	-8	-12
Cc1ccc(OCC(=O)N2CCc3ccccc32)c([N+](=O)[O-])n1	-5	-11	-13	1	-17	-3	-4	-9	-0.7	-2	-21
COc1cc(-c2ccc(N3C(c4ccsc4)=Cc4ccc(F)cc4C3c3c[nH]c4ccc(C#N)cc34)cc2)cc(OC)c1OC (configuration not stated)	-11	.	7	.	-43	.	-1	-22	.	.	.
O=C(Nc1ccon1)c1csc2ccccc12	-2	16	-15	19	7	2	3	-3	1.6	5	-6
CC1c2ccccc2SC(CCCN(C)C)c2ccccc21 (configuration not stated)	-26	16	-4	11	-2	0	10	12	0.3	-2	-23
CC(=O)Nc1ccc(NC(=O)CSc2nc(=O)n(Cc3cccnc3)c3c2CCC3)cc1	-17	5	-4	9	-19	-32	6	7	-1.7	-3	2
CCn1c(C)c(C)c2cc(C(=O)NCCN3CCOCC3)ccc21	-1	11	4	-3	3	-3	0	-4	-2.2	0	5
Cc1ccc(N=C/C(C(=O)C(F)(F)F)=C(\O)c2cccs2)cc1	-161	-45	6	-3	-16	-3	2	-31	1.3	0	-117

Continued:
SMILES	LRH-1 inv ag	NCOA3 inh	NOD2-RIPK2 inh	MC4R antagonist	SRC2 inh	TLR9-MyD88 inh	ABHD5 PLIN5 PPI	NR2F2 inh	MC4R ag barr	LMP1 NFkB inh	NCOA1 inh
COc1cc(/C=C/C(=O)Nc2nnc(CC(C)C)s2)cc(OC)c1OC	-38	-4	-6	10	10	-7	-3	-2	4.2	8	0
Cc1cc(Cl)c2oc(C(=O)N3CCOCC3)c(C)c2c1	-55	-52	4	-10	-80	3	1	-43	-0.9	-4	-34
Cc1ccccc1Nc1c(-c2cccnc2)nc2ccccn12	12	-2	-15	-4	-21	5	11	2	1.4	-25	-4
COc1ccc(/C(C)=N/N=C(\C)c2ccc(OC)cc2OC)c(OC)c1	-12	10	3	2	-15	-10	6	-13	-1.7	8	-13
Cc1cccc(N2C(=O)N3[C@H](c4ccc(Br)cc4)[C@@H]4C(=O)N(C(C)(C)C)C(=O)[C@@H]4[C@]3(C)C2=O)c1	-12	-3	9	12	-10	-1	6	7	0.7	-2	-12
O=C(COc1cccc(Cl)c1)Nc1nc(-c2ccc(S(=O)(=O)N3CCOCC3)cc2)cs1	10	3	8	5	-32	-2	4	27	-0.8	36	-2
COCCNC(=O)c1cn(C)c2ccc(S(=O)(=O)N3CCCCC3)cc2c1=O	14	29	1	6	-13	6	-6	10	-2.5	6	11
CC(=O)c1ccccc1NC(=O)COC(=O)C1CCCN1S(=O)(=O)c1ccccc1F (configuration not stated)	15	4	-2	11	-4	0	4	-15	-1.3	-3	-1
COC(=O)c1ccc(-c2nc(CN3CCCN(C(=O)c4ccco4)CC3)c(C)o2)cc1	-26	-1	-5	8	-35	-7	-5	-32	-3.8	-6	-15
C/C(Cn1nc([N+](=O)[O-])cc1C)=N\NC(=O)c1ccc(O)cc1O	-117	-38	-3	6	-55	-6	-1	-35	-0.3	0	-49
CCCOc1nc(C)cc(COC)c1C(N)=O	-9	4	5	6	-43	-2	-2	4	1.5	6	-8
Cc1nc(C(=O)Nc2ccccc2Cl)cc2c1[nH]c1ccccc12	-12	-3	-3	6	-10	-1	-5	-3	4.2	-10	-44
CCOc1ccc(C(=S)N2CCOCC2)cc1OCC	8	-8	4	-8	6	-1	-6	19	-1.2	4	10
COC(=O)c1cc2n(n1)CCN(Cc1ccc(F)cc1)C2=O	-8	-8	-1	0	-27	-1	5	9	0.8	4	-7
O=C(c1ccccc1)N1CCN(C(=O)c2cc3nc(-c4ccccc4)cc(C(F)(F)F)n3n2)CC1	6	11	2	10	-9	4	4	3	-1.6	7	-9

2 entries from above in a different format:
Results follow in this order: LRH-1 inv ag, NCOA3 inh, NOD2-RIPK2 inh, MC4R antagonist, SRC2 inh, TLR9-MyD88 inh, ABHD5 PLIN5 PPI, NR2F2 inh, MC4R ag barr, LMP1 NFkB inh, NCOA1 inh
CC1=C(C(=O)Nc2cccc(C(=O)NC3CCCCC3C)c2)SCCO1 (configuration not stated)
 : 16, -2, -5, 8, -16, 9, -5, -8, -2.6, -6, 0
CCOC(=O)C1(Cc2ccccc2)CCCCCC1=O (configuration not stated)
 : -6, -2, 0, -1, -33, -6, 2, 11, -1.6, -18, 2

A portion of the library; the hit share may differ from the screen's.
